# FLuc act counter: affects firefly luciferase, flagging false hits in luciferase stimulation screens. ATPlite luciferase biochemical, luminescence, 10 min; 0 = ATP-free wells, 1 = DMSO control. activation factor at 10 µM. 200,000 tested, under 10 active. AID 1027;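 active = luciferase activation factor, scaled between plate controls, of at least 2 with compound at 10 µM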
# Target sequence (P08659 whole entry, looked up): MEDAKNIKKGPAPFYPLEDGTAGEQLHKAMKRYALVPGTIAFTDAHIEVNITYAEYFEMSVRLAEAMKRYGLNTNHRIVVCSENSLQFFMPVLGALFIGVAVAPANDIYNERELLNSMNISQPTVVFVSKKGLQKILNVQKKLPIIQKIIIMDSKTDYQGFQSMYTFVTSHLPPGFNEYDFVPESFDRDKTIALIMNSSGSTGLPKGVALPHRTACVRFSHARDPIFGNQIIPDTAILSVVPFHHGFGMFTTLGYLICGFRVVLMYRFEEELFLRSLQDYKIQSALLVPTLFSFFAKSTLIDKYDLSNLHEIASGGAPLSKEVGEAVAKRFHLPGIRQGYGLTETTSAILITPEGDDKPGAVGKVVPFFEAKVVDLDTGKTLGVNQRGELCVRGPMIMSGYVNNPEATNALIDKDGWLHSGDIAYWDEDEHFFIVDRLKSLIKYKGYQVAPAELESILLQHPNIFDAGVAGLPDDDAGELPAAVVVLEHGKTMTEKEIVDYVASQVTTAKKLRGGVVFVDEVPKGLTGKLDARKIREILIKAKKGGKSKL
#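 test system = cell-free luciferase reagent | medium = PBS as buffer for the ATP substrate | dosing = test compounds dosed from 2 mM stocks in 100% DMSO | incubation = 10 min at ambient temperature | detection = luminescence measurement of luciferase light output | benchmarks = low control with PBS replacing ATP, high control enzyme plus ATP without compound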
# APP transl inh: APP translation inhibition. SH-SY5Y APP 5'UTR-luciferase reporter, luminescence. inhibition, % at 2 µM. 190,000 compounds, 0.82% hits;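 active = inhibition above a set limit, derived from the sample mean plus 3 SD, cut at about 45% in these data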; also: values of inactives mirror those of a sister screen read the other way
# bIAP activator: intestinal alkaline phosphatase (bovine) activation; activation factor at 20 µM; 200,000 compounds, 0.17% hits; purified bovine IAP, CDP-star luminescence, 30 min; stronger effect = higher value; fold of DMSO-control signal, blank-subtracted;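 active = activation factor of 2 or more at 20 µM, a signal rise over negative controls twice the positive control's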
# Lmaj promast: Leishmania major promastigote growth inhibition | AID 1063 | 200,000 compounds, 9% hits | inhibition, % at 10 µM | Leishmania major promastigotes, resazurin fluorescence viability; in the data active = inhibition above about 50%;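 also: promastigotes grown with compound for 44 hours at 28 °C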
# bIAP inhibitor: blocks bovine intestinal alkaline phosphatase activity. purified bovine IAP, CDP-star luminescence, 30 min. 190,000 tested, under 10 active. inhibition, % at 20 µM;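 active = over 50% inhibition of intestinal alkaline phosphatase at 20 µM in the single-dose screen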
#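 Assay system: bovine IAP enzyme; medium: DEA buffer 100 mM, pH 9.8, with MgCl2 1.0 mM, ZnCl2 0.02 mM; doses: 20 µM single dose; incubation: enzyme reaction for 30 min at room temperature; detection: CDP-star luminescence signal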
# RAM inhibit: yeast RAM network inhibition; S. cerevisiae dse1pr::URA3 reporter, 5-FOA growth OD615, 2 d; analog-sensitive cbk1-as2 kinase mutant strain; inhibition, % at 50 µM; 190,000 compounds, 1.8% hits; AID 868;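 active = inhibition above a set limit, 3 SD over mean compound inhibition, cut at about 8.4% in these data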;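 also: 0% = DMSO-only wells with no growth and 100% = 10 µM 1-NA-PP1 full growth; inhibition rescues growth on 5-FOA so higher OD means more RAM inhibition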
# FLuc inhib CS: inhibits firefly luciferase, flagging false hits in luciferase inhibition screens; AID 1006; inhibition, % at 10 µM; ATPLite firefly luciferase biochemical luminescence, 10 min; 200,000 compounds, 1.5% hits; P08659;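 active = inhibition above about 50% when tested at 10 µM, limit read from the data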
# TNAP act hiacc: activators of human TNAP at high phosphate acceptor concentration. P05186. 200,000 tested, under 10 active. activation factor at 20 µM. purified TNAP, CDP-star luminescence, 1 M DEA, 30 min; stronger effect = higher value; 0 = EDTA background, 1 = DMSO-only activity;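 active = activation factor at least 2 at 20 µM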
# Target sequence (P05186 whole entry, looked up): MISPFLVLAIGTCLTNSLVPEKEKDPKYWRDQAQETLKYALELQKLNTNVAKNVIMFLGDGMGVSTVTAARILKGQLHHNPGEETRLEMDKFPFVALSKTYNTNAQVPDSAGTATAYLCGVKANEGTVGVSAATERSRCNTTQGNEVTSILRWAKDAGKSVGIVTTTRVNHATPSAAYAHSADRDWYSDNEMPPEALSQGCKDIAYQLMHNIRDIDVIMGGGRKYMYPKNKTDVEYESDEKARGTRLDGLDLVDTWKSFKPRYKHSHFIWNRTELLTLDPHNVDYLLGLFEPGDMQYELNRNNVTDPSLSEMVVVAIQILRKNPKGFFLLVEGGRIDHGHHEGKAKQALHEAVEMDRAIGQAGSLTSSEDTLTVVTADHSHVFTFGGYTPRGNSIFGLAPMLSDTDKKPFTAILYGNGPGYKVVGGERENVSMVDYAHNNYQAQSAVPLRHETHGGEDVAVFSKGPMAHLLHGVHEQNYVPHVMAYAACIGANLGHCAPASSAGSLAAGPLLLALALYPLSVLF
#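 Measured by: Luminescent substrate turnover signal | Test system: Human TNAP | Input: TNAP 1/800 final | Dosing: 20 µM single point | Schedule: 30 min, room temperature | Controls: EDTA wells as negative control, DMSO wells as positive control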
# TNAP inh no acc: inhibitors of human TNAP without phosphate acceptor; inhibition, % at 20 µM; P05186; purified TNAP, CDP-star luminescence, 30 min; AID 1012; 200,000 compounds, 0.26% hits;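 active = tissue-nonspecific alkaline phosphatase inhibition above about 50% at 20 µM in the single-dose screen, limit read from the data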;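 also: 0% = DMSO negative control and 100% = EDTA positive control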
# TNAP inh hiacc: inhibitors of human TNAP at high phosphate acceptor concentration; P05186; purified TNAP, CDP-star luminescence, 1 M DEA; inhibition, % at 20 µM; 200,000 compounds, 0.03% hits; AID 1135;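 active = over 50% inhibition of tissue-nonspecific alkaline phosphatase at 20 µM in the single-dose screen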;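 also: plate controls were DMSO wells for no effect and EDTA-quenched wells as full inhibition for full effect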
# * hit, by the source's call; · = not tested or not shown. The list is partial, so the mix of outcomes need not match the whole.
Molecule | FLuc act counter | APP transl inh | bIAP activator | Lmaj promast | bIAP inhibitor | RAM inhibit | FLuc inhib CS | TNAP act hiacc | TNAP inh no acc | TNAP inh hiacc
N#CCCn1cc(C(=O)Nc2ccccc2Cl)c(-c2ccc([N+](=O)[O-])cc2)n1 | 1.1 | 13 | 0.9 | 10 | 13 | 1.2 | -12 | 1 | -4 | -4
CCCc1nc2ccccc2c(=O)n1-c1ccccc1OC | 1.1 | 5 | 1 | 4 | -4 | -0.1 | -7 | 1.1 | -14 | -8
O=C1N(CN2CCOCC2)c2ccccc2C1(O)c1c[nH]c2ccccc12 (stereo unspecified) | 1 | -3 | 1 | -3 | 0 | 0.3 | -3 | 1 | -4 | 0
COc1ccc(CCN(C)Cc2ccc(F)cc2F)cc1OC | 1 | 11 | 1 | 5 | -4 | 1.0 | 0 | 1 | -15 | 0
C[C@]12CCC(=O)C=C1CCC1C2CC[C@@]2(C)C1CC[C@@]2(O)CC#N (stereo partly specified) | 1.1 | 29 | 0.9 | -2 | 6 | 0.1 | -9 | 1.1 | -17 | -8
CCN(CC)Cc1c[nH]c2ccccc12 | 1 | -13 | 1 | 4 | 0 | 0.3 | 2 | 1 | 0 | -1
CC(=O)OC1(c2ccccc2)CCN(C)C2CCCCC21 (stereo unspecified) | 1 | 1 | 0.9 | -1 | 6 | 1.7 | -2 | 1.1 | 0 | -7
CCC(CC)NC1CCCCC1OC (stereo unspecified) | 1.1 | -10 | 0.9 | -3 | 9 | 0.9 | -5 | 1 | -14 | -2
O=c1[nH]c(N2CCN(Cc3ccc4c(c3)OCO4)CC2)nc2c1CCC2 | 1 | 2 | 1 | -3 | 1 | 1.9 | -2 | 1 | -14 | -4
Cc1cccc(-n2c(O)c(C=NCc3cccnc3)c(=O)[nH]c2=O)c1C | 1 | 9 | 1 | -8 | 4 | 3.0 | -3 | 1.1 | -5 | -6
CN1CC=C2C(C#N)=C(N)C(C#N)(C#N)C(c3ccncc3)C2C1 (stereo unspecified) | 1.1 | 4 | 0.8 | 0 | 17 | 2.1 | -6 | 0.9 | -8 | 6
CCN1CCN(Cc2ccccc2C)CC1 | 1 | 13 | 0.9 | -6 | 8 | -0.9 | -5 | 1 | -8 | -2
Cc1ccc(-c2cc(C(=O)N3CCC4(CC3)OCCO4)no2)cc1 | 0.8 | -18 | 1 | 3 | -5 | -1.8 | 16 | 1 | -2 | -1
Nc1c2c(nc3sc4c(c13)CCCCC4)CCCC2 | 0.5 | -102 | 1 | 93* | 0 | 1.4 | 50 | 1 | -8 | -5
CCOC(=O)C1CCN(/C=C2/C(=O)NC(=O)N(c3ccc(OCC)cc3)C2=O)CC1 | 1.1 | -17 | 1 | 26 | 2 | 2.0 | -8 | 1 | 2 | -4
Cc1ccsc1C(=O)C1CCCN(Cc2ccc(O)cc2)C1 (stereo unspecified) | 1 | -2 | 1 | 84* | -2 | -0.1 | -2 | 1 | -7 | -3
CC(=NCc1cccnc1)c1c(O)n(-c2ccccc2)c(=O)[nH]c1=O | 1 | 0 | 1 | -4 | 3 | 2.1 | -5 | 1.1 | -10 | -6
Cc1oc(-c2cccs2)nc1CSCC(=O)N1CCC2(CC1)OCCO2 | 1.1 | -3 | 0.9 | -3 | 10 | 0.0 | -10 | 1.1 | -18 | -6
CN1C(=O)C(=Cc2ccccc2OCc2ccc(Cl)cc2)C(=O)N(C)C1=O | 0.7 | -60 | 1 | 37 | -4 | -0.3 | 28 | 1 | -8 | 0
CC(C)CCOC(=O)c1c(N)n(CC2CCCO2)c2nc3ccccc3nc12 (stereo unspecified) | 1 | -8 | 1 | 100* | -2 | 0.9 | 3 | 1 | -5 | -1
CC(C(=O)Nc1ccc(Br)cc1C(=O)c1ccccc1)N1CCCCC1 (stereo unspecified) | 1.1 | -9 | 1 | 100* | 2 | 0.0 | -7 | 1.1 | -9 | -6
Nc1cc(N2CCNCC2)c([N+](=O)[O-])cc1Cl | 1.1 | 14 | 1.3 | 4 | -34 | 0.8 | -6 | 1 | 1 | 2
COc1cc(C)c(-c2nc(CN3C[C@@H]4C[C@@H](C3)c3cccc(=O)n3C4)c(C)o2)cc1C | 1 | 8 | 1.2 | 9 | -19 | 0.1 | -4 | 1 | -9 | 2
Cc1nn(Cc2ccc(Cl)cc2Cl)c(Cl)c1C(=O)Nc1ccc(OC(F)F)cc1 | 1.1 | 3 | 1 | -6 | 2 | 3.2 | -5 | 1 | -3 | -1
CCCN(CC#CCO)CCC | 1 | -2 | 0.9 | -4 | 11 | 0.1 | -3 | 1 | -9 | -3
O=C(CN1CCCCC1)c1ccccc1F | 1 | -25 | 1.1 | -3 | -10 | 1.1 | -4 | 1.1 | -14 | -7
Cn1c(O)c(/C=N/N2CCCCC2)c(=O)[nH]c1=O | 1.1 | -11 | 1 | -3 | 4 | 1.1 | -6 | 1.1 | -10 | -6
O=C(O)[C@H]1NC[C@H]2C[C@H]21 | 1 | -14 | 1 | -1 | 5 | 3.1 | 2 | 1 | -10 | -3
Cc1ccc(S(=O)(=O)NCCC(=O)Nc2ccc(Cl)cc2C(=O)c2ccccc2)cc1 | 1 | 8 | 0.9 | 11 | 13 | 0.9 | -1 | 1 | -10 | -3
O=C(/C=C/C=C/c1ccccc1)CC1(O)C(=O)Nc2ccccc21 (stereo unspecified) | 1 | 15 | 0.9 | 8 | 5 | 1.9 | -1 | 1 | 6 | 4

# Just bIAP activator and Lmaj promast, for some of the entries so far:
mol | bIAP activator | Lmaj promast
CC(C(=O)Nc1ccc(Br)cc1C(=O)c1ccccc1)N1CCCCC1 (stereo unspecified) | 1 | 100*
Nc1cc(N2CCNCC2)c([N+](=O)[O-])cc1Cl | 1.3 | 4
COc1cc(C)c(-c2nc(CN3C[C@@H]4C[C@@H](C3)c3cccc(=O)n3C4)c(C)o2)cc1C | 1.2 | 9
Cc1nn(Cc2ccc(Cl)cc2Cl)c(Cl)c1C(=O)Nc1ccc(OC(F)F)cc1 | 1 | -6

# The list continues.
# Order of values: FLuc act counter, APP transl inh, bIAP activator, Lmaj promast, bIAP inhibitor, RAM inhibit, FLuc inhib CS, TNAP act hiacc, TNAP inh no acc, TNAP inh hiacc
> CCn1c(O)c(C=NCc2cccs2)c(=O)[nH]c1=O
→ 1, -14, 0.9, -1, 8, 1.5, -1, 1, -11, -2
> Cc1cc(C)c(C2=NOC(O)(C(F)(F)F)C2)c(=O)[nH]1 (stereo unspecified)
→ 1.1, -11, 0.9, -7, 10, 1.2, -5, 1, -10, -4
> CCN1C(=O)c2ccccc2Sc2ccc(C(=O)N3CCC4(CC3)OCCO4)cc21
→ 1, -2, 0.9, 3, 7, -0.2, -3, 1, -5, 0
> Fc1ccc2c(c1)nnn2C1CCN(Cc2c(Cl)cccc2Cl)CC1
→ 1, -5, 0.9, 2, 8, -1.1, -5, 1.1, 0, -7
> O=C1CCCC2=C1C(c1cccnc1)Nc1ccccc1N2 (stereo unspecified)
→ 1.1, 3, 0.9, -1, 8, 3.4, -8, 1, 1, -3
> CCn1cc(C(=O)N2CCOCC2)c2ccccc21
→ 1.1, -16, 1, -8, 4, 1.6, -6, 1, -14, -4
> COCCOC(=O)C1=C(N)OC(C)=C(C(=O)OC)C12C(=O)Nc1ccccc12 (stereo unspecified)
→ 1, 2, 0.9, -5, 6, 1.5, 4, 1, -3, 2
> CC(C)C(=O)c1cn(Cc2ccc(C#N)cc2)c2ccccc12
→ 1, 4, 1.1, 12, -7, 3.3, -2, 1, -1, 0
> O=C(CNC1CCCC1)Nc1ccc(N2CCCCCC2)cc1
→ 1, -6, 1.2, 85*, -24, 0.8, -4, 1, -9, -2
> CCOC(=O)c1c(N)n(Cc2ccc(OC)cc2)c2nc3ccccc3nc12
→ 1.1, 8, 1, 96*, -5, 0.5, -6, 1, -6, -4
> Cc1c(N=Nc2c(O)[nH]c(=O)[nH]c2=O)c(=O)n(-c2ccccc2)n1C
→ 1, -18, 1.2, 6, -19, 1.2, -3, 0.9, -6, 6
> CCC(=NCCO)c1c(O)n(-c2ccccc2)c(=O)[nH]c1=O
→ 1.1, -2, 0.9, -5, 10, 2.0, -9, 1, -12, -4
> O=[N+]([O-])c1ccc(N2CCNCC2)cc1N1CCCCCC1
→ 1, -1, 0.8, 99*, 25, -0.1, -1, 0.9, 8, 14
> COC(=O)OCC12CCC(O1)C1(C)C(=O)OCC21 (stereo unspecified)
→ 1, -15, 1.5, -5, -51, -0.2, -4, 1, -10, -3
> CCN(CC)c1ccc(/C=C2/C(=O)NC(=O)N(Cc3ccco3)C2=O)cc1
→ 1, 5, 0.8, -3, 20, 1.6, -2, 1, 20, -2
> O=P(C(Cl)Cl)(N1CCCCC1)N1CCCCC1
→ 1, -1, 0.9, -4, 7, 0.1, -4, 1, -5, -1
> COC(=O)C[C@]1(C(=O)OC)CN(C#N)N(c2ccc(Cl)cc2)C12c1ccccc1-c1ccccc12
→ 1.1, 96*, 0.9, 100*, 10, 5.9, -5, 1, -5, -2
> O=C1NC(=O)N(Cc2ccccc2)C(=O)/C1=C\C=C\c1ccco1
→ 1.1, 14, 1, 77*, 5, 5.5, -6, 1, 1, -2
> COc1ccc(-c2cc(=O)c3c(OC)c(OC)c(OC)cc3o2)cc1
→ 1, -2, 1.1, 12, -10, -0.4, 5, 1, -4, -2
> CN1C2C=C(N(C(=O)c3ccc(Cl)cc3)c3ccccc3)CC1CC2 (stereo unspecified)
→ 1.1, 2, 1, -6, -2, -0.5, -5, 1.1, -10, -5
> O=c1oc2ccccc2c(O)c1C(c1ccc([N+](=O)[O-])cc1)c1c(O)c2ccccc2oc1=O
→ 1.1, -8, 0.9, -15, 8, 1.9, -6, 1.1, -11, -5
> CCOC(=O)C1C(=O)N(C)C2(C)CC1c1cc(OC)ccc1O2 (stereo unspecified)
→ 1.1, 2, 0.9, -8, 10, -1.1, -6, 1, -4, 1
> O=C1NC(=O)C(=Cc2ccccc2Oc2ccc(F)cc2)C(=O)N1
→ 1.1, 7, 0.9, 10, 6, 2.3, -8, 1, -10, 0
> O=C(NCC(c1cccnc1)N1CCN(c2ccccc2)CC1)Oc1ccccc1 (stereo unspecified)
→ 1, -26, 0.9, 87*, 6, 0.4, 0, 1, -9, -2
> CCN(CC)S(=O)(=O)c1ccc(NN=C(C#N)C#N)cc1
→ 1, -4, 1.1, -1, -12, 6.1, 1, 1, 0, 5
> Cc1ccccc1N1C(=O)CC(=O)N(c2ccccc2C)C1=O
→ 1.1, 14, 1.1, -3, -9, -0.3, -8, 1, -5, 1
> Cc1ccc2cc(C=C(C#N)C#N)c(Cl)nc2c1
→ 1.1, ·, 1, 23, 3, -1.0, -5, 1, -10, -2

# Bioassay records: PubChem, several laboratories
